Compound activity: PubChem, The Scripps Research Institute Molecular Screening Center
FBW7 activator: activators of human E3 ligase FBW7 | Q969H0 | AlphaScreen FBW7–phospho-cyclin E peptide binding, activator screen | normalized activity (activation), % at 26.1 µM | 650,000 tested, 0.13% active; in the data active = normalized activity above about 1.9%;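 also: purified mutant Fbw7 with reduced substrate affinity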
GPR151 activ: activates the human receptor GPR151; PathHunter beta-arrestin GPR151 cells, luminescence; activation, % at 11.2 µM; AID 1508602; Q8TDV0; 650,000 tested, 1% active; in the data active = activation above about 4.9%;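 also: 0% = median of compound wells and 100% = cells with positive control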
Target sequence (Q8TDV0 whole entry, looked up): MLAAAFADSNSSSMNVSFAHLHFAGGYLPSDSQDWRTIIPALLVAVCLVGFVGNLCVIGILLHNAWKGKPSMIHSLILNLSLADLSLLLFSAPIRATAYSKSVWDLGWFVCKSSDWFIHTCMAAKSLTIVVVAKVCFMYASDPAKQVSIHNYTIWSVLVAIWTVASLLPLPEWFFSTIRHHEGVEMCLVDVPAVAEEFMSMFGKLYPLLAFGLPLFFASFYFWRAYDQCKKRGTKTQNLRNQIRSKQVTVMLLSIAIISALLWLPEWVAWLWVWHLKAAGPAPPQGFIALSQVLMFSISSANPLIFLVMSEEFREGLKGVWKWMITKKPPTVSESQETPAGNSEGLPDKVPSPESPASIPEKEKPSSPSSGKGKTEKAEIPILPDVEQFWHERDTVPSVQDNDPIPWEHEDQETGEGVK
TEAD-YAP inh: TEAD-YAP interaction inhibition | HEK-TIYL cells, TEAD-Gal4/YAP UAS-luciferase luminescence | 640,000 tested, 1.4% active | inhibition, % at 9.12 µM; in the data active = inhibition above about 32%;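 also: 0% = median of test compound wells and 100% = reference inhibitor wells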
MITF primary: blocks human microphthalmia-associated transcription factor | O75030 | AlphaScreen MITF homodimerization, bead proximity signal | inhibition, % at 2.6 µM | 650,000 tested, 0.91% active | AID 1259374; in the data active = inhibition above about 50%;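 also: 0% = vehicle wells with protein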
Target sequence (O75030 whole entry, looked up): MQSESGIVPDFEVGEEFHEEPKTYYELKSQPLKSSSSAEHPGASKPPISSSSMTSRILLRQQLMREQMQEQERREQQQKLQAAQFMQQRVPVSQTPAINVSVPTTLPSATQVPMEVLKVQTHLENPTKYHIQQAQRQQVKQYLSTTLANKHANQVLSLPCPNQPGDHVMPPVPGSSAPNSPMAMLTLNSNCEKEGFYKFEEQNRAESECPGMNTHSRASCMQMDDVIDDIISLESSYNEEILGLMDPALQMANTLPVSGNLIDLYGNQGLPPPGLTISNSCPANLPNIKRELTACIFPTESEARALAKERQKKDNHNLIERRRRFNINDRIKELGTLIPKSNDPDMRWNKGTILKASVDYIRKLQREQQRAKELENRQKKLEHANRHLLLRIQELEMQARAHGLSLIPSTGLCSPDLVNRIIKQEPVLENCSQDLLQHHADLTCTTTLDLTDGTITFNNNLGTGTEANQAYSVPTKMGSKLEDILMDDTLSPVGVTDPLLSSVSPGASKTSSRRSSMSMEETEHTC
* marks the source's active call; other numbers are inactive results; & = joins results of further samples.

Sequence of screens: FBW7 activator	GPR151 activ	TEAD-YAP inh	MITF primary
- Cc1ccc(NS(=O)(=O)c2ccc(C)c(NS(C)(=O)=O)c2)c(C)c1
  0.7	1.3	-5.3	4.7
- COc1ccccc1CC1CC(=O)N(CCc2ccc3c(c2)OCO3)C1=O (stereo not drawn)
  -0.1	-0.4	-6.9	2.5
- CC(C)CCn1c(=S)[nH]c2ccc(Cl)cc2c1=O
  -0.1	1.1	-6.1	6.5
- O=C(NCCCN1CCOCC1)c1cccnc1SCc1ccccc1Cl
  -0.1	1.1	-1.1	-2.6
- CC(C)NC(=O)C1CCN(C(=O)N2CCOc3ccccc32)CC1
  0.0	-1.2	-3.9	0.5
- CCN(c1ccc(C(=O)CCl)cc1)S(C)(=O)=O
  0.4	1.1	7.6	11.5
- CCOC(=O)C1=C(N)OC2=C(C(=O)CCC2)C1c1cc(Br)c(C)s1 (stereo not drawn)
  0.0	1.3	5.3	8.8
- CCC(=O)NC(c1nnc2n1CCN(C(=O)CSc1ccccc1)CC2)C(C)C (stereo not drawn)
  0.0	-0.4	-2.2	-17.9
- COc1cc(OC)nc(C2CCN(S(=O)(=O)c3cccc(C(F)(F)F)c3)CC2)n1
  0.1	0.0	-3.8	-6.7
- COc1ccc(/C=C(\NC(=O)c2ccccc2)C(=O)N2CCOCC2)cc1OC
  0.2	0.0	-1.0	3.5
- Cc1nn(-c2ccccc2)c2nc(Cl)c(C=C(C#N)C#N)cc12
  -0.1	-1.2	5.1	-3.5
- Cc1ccsc1-c1nc(CSCC(=O)N2CCCC2)c(C)o1
  -0.1	0.1	46.1*	-3.5
- Cc1c(/C=C(\C#N)c2nc3ccccc3s2)n(C)n(-c2ccccc2)c1=O
  -0.1	-0.2	-7.8	-0.8
- OCCC1CN(Cc2cccc3nccnc23)CCN1Cc1ccc(F)cc1 (stereo not drawn)
  -0.2	-2.5	-3.8	-6.8
- O=C(c1ccc(S(=O)(=O)c2ccc(F)cc2)c([N+](=O)[O-])c1)N1CCN(c2ccccn2)CC1
  -0.1	1.0	-7.7	7.1
- CCCNC(=O)Cn1cnc2sc(C(=O)Nc3ccc(F)cc3Cl)c(C)c2c1=O
  0.2	3.1	8.7	-2.0
- CCOC(=O)c1ccc(NC(=O)c2cn(-c3ccccc3)nc2-c2ccc(OC)c(OC)c2)cc1
  -0.1	-0.1	-5.2	-2.9
- COc1ccc(NC(=O)CSc2nnc(-c3ccccc3)n2N)cc1Cl
  -0.2	0.3	14.7	-2.4
- Cc1nc2c(C(=O)NCCC3=CCCCC3)cnn2c(C)c1Cc1cccc(Cl)c1
  -0.1	0.5	14.7	1.9
- CCOC(=O)C1=C(N)N(c2ccc(Br)cc2)C2=C(C(=O)CCC2)C1c1ccc(C(C)(C)C)s1 (stereo not drawn)
  -0.2	0.3	-0.1	-1.4
- CC(C)NC(=O)Cn1c(SCC(=O)N2c3ccccc3CC2C)nc2ccccc21 (stereo not drawn)
  -0.1	0.0	20.1	8.0
- COc1cc(-c2cnc3c(NCC(C)C)nccn23)cc(OC)c1OC
  0.0	-0.1	7.2	17.2
- Cc1ccc(OCc2nnnn2-c2ccccc2)cc1
  0.2	1.2	-0.9	2.3
- COC(=O)CNC(=O)c1cccc([N+](=O)[O-])c1C
  -0.1	0.4	6.8	-5.6
- COc1ccc(OC)c(NC(=O)c2ccc(C(=O)Nc3cc(OC)ccc3OC)cc2)c1
  0.0	-0.6	-8.3	-1.2
- Cc1ccc(N(C(=O)c2ccccc2Cl)C2C=CS(=O)(=O)C2)cc1C (stereo not drawn)
  1.1	-0.2	-1.3	13.3
- CSc1ccc(NC(=O)C2CC23CCN(C(=O)Cn2cnc4ccccc42)CC3)cc1 (stereo not drawn)
  0.0	-0.1	1.5	1.9
- O=C(NCc1ccc2c(c1)OCO2)c1ccc2nc(-c3cccs3)c(-c3cccs3)nc2c1
  0.0	-0.7	13.1	7.3
- COc1ccc(-c2c(C#N)c(SCC(=O)Nc3ccc(Br)cc3)nc(C)c2C(=O)Nc2ccccc2)cc1
  0.0	0.6	-7.3	-2.8
- CCn1c(-c2ccc3c(c2)c(C)c(C)n3C)n[nH]c1=S
  0.0	1.0	7.4	7.2

By substructure: the compounds so far with fluorine
Sequence of screens: FBW7 activator	GPR151 activ	TEAD-YAP inh	MITF primary
- COc1cc(OC)nc(C2CCN(S(=O)(=O)c3cccc(C(F)(F)F)c3)CC2)n1
  0.1	0.0	-3.8	-6.7
- OCCC1CN(Cc2cccc3nccnc23)CCN1Cc1ccc(F)cc1 (stereo not drawn)
  -0.2	-2.5	-3.8	-6.8
- O=C(c1ccc(S(=O)(=O)c2ccc(F)cc2)c([N+](=O)[O-])c1)N1CCN(c2ccccn2)CC1
  -0.1	1.0	-7.7	7.1
- CCCNC(=O)Cn1cnc2sc(C(=O)Nc3ccc(F)cc3Cl)c(C)c2c1=O
  0.2	3.1	8.7	-2.0

(more compounds)
Sequence of screens: FBW7 activator	GPR151 activ	TEAD-YAP inh	MITF primary
- CCN1C(=O)NC(c2cc(Br)ccc2OC)C(C(=O)OC)=C1C (stereo not drawn)
  -0.1	3.7	3.7	59.2*
- NC(=O)c1ccc(NC(=O)[C@@H]2CCCC[C@@H]2C(=O)O)cc1
  -0.1	0.5	0.0	-4.4
- COc1ccc(/C=N/NC(=O)CCCO)cc1OC
  -0.1	1.9	-2.2	-8.1
- O=C(Nc1cccc(F)c1)c1cc(S(=O)(=O)NCCc2ccccc2)ccc1F
  0.1	1.5	-2.6	-6.6
- COc1cccc(C2(NC(=O)c3cnccn3)CCCC2)c1
  0.2	-0.4	-6.7	7.4
- O=S(=O)(Cc1ccccc1)NC1CCCCCCC1
  0.0	0.0	3.0	-6.9
- CCOC(=O)C1CCCN(c2oc(-c3ccc(F)cc3)nc2C#N)C1 (stereo not drawn)
  0.5	0.3	-11.1	17.5
- Fc1ccccc1COc1ccc(/C=N/n2cnnc2)cc1
  0.0	-2.6	-3.6	15.7
- CCOC(=O)CSc1nc2ccsc2c(=O)n1NC(=O)c1ccccc1
  -0.1	-0.5	-28.1	-0.2
- O=C(CSc1nnc(SCC(=O)NCCc2ccccc2)s1)NCCc1ccccc1
  -0.1	-1.1	-1.4	-9.7
- O=C(NC1CCCCC1)Oc1cc(Cl)c2oc(=O)sc2c1Cl
  -0.1	-1.9	14.8	-2.0
- CC1(C(=O)N/N=C/c2ccccc2)CC1(Cl)Cl (stereo not drawn)
  0.0	2.5	-2.1	-6.0
- COc1ccc(F)c(CN2CCC(n3nccc3NC(=O)Nc3ccccc3C)CC2)c1
  0.0	0.7	22.9	-9.0
- CCN(C(=O)C12CC3CC(CC(C3)C1)C2)c1nnc(-c2ccncc2)s1
  -0.1	-1.2	-8.2	14.9
- O=C(NCc1cccnc1)c1cc(COc2ccc(F)cc2F)on1
  -0.1	0.8	17.8	-5.8
- C=CCNC(=O)C1CCN(S(=O)(=O)c2ccc(F)cc2)CC1
  -0.1	-0.5	-1.7	-0.7
- CCOC(=O)c1ccc(NC(=O)c2cc3cc([N+](=O)[O-])ccc3oc2=N)cc1
  -0.1	-0.2	8.0	7.5
- Cc1ccc(NC(=O)C[n+]2ccc(C(=O)NNC(=O)NC3CCCCC3)cc2)cc1
  -0.1	-0.1	10.2	6.5
- COc1ccc(-c2csc(/C(C#N)=C/c3cccc(F)c3)n2)cc1
  0.0	-1.0	1.1	2.0
- C=CCOC(=O)C1=C(C)NC(=O)NC1c1cn(-c2ccccc2)nc1-c1ccc(Cl)cc1 (stereo not drawn)
  0.1	0.4	-9.5	5.6
- C=CCc1nc2c(c(=O)n1Cc1ccccc1)C(C)(C)Cc1ccccc1-2
  0.0	0.7	-3.3	2.2
- Cc1ccc2occ(C(=O)c3ccccc3C)c(=O)c2c1
  0.1	1.7	15.5	21.4
- Nc1ccnc(-c2csc3ccccc23)n1
  0.1	-0.9	-45.2	18.7
- COc1ccc(OCCC(=O)NC2CCCCC2)cc1
  0.0	-0.8	-12.4	2.2
- CC(=O)Nc1ccc2nc(NC(=O)c3ccc(OC(C)=O)cc3)sc2c1
  -0.1	-2.5	-0.6	2.4
- CC1CC(C)CN(C(=O)CCn2c(=S)[nH]c3ccccc3c2=O)C1 (stereo not drawn)
  0.4	-0.9	-2.1	12.9
- NC(=S)/C(=C\c1ccccc1O)C(=O)O
  -0.1	-0.6	0.8	-15.2
- O=C(c1ccccc1N1CCCC1)N1CCC(CO)(CCOc2ccccc2)CC1
  0.0	-0.8	-10.9	-8.2
- COc1ccc(Cl)cc1C(=O)OCC(=O)Nc1ccc(F)cc1
  0.0	2.1	6.0	3.9
- Cc1cc(C)n2nc(NCc3ccc(OCc4ccccc4)cc3)nc2n1
  -0.1	-0.3	-2.7	0.1
- CCOc1ccc(S(=O)(=O)N2CCCC2)cc1
  -0.1	0.3	-5.1	-8.3
- NC1=NC(=Nc2cccc(S(N)(=O)=O)c2)c2ccccc21
  0.2	-0.8	-2.3	-7.7
- O=C(Nc1ccc2c(c1)OCO2)c1ccc2nc(Nc3ccc(C(F)(F)F)cc3)sc2c1
  0.2	1.7	-33.2	-5.6
- COCCNc1nc(SCC(=O)Nc2cc(C)on2)nc2ccccc12
  0.1	2.0	-3.2	8.1
- CN(CC1CCCO1)S(=O)(=O)c1ccc(C(=O)Nc2ccc(F)cc2F)cc1 (stereo not drawn)
  0.1	-0.5	0.1	-11.0
- Ic1ccc(-n2cccc2/C=N/n2cnnc2)cc1
  0.1	-0.1	7.3	16.2
- CCOc1ccc(N2C(=O)CC(N3CCN(C/C=C/c4ccccc4)CC3)C2=O)cc1 (stereo not drawn)
  -0.2	-0.3	-11.3	-10.3
- COc1ccc(S(=O)(=O)Nc2ccccc2Cl)cc1NC(=O)C(C)NC(N)=O (stereo not drawn)
  0.4	-0.8	14.6	8.4
- CS(=O)(=O)Nc1ccc(C(=O)NCc2cccnc2)cc1
  0.8	0.0	8.6	2.2
- COC(=O)C1=NNC2C(=O)N(c3cccc(Cl)c3)C(=O)C12 (stereo not drawn)
  0.0	-1.0	-10.8	-1.8
- CC(O)c1nc2ccccc2n1Cc1ccc([N+](=O)[O-])cc1 (stereo not drawn)
  0.0	-0.4	4.7	-9.7
- CCOc1ccc(-c2cc(CCCC(=O)NCc3ccc4c(c3)OCO4)no2)cc1
  0.1	0.9	10.4	7.7
- CN(C)[C@@H]1C(=O)C(C(N)=O)=C(O)[C@@]2(O)C(=O)C3=C(O)c4c(O)ccc(Cl)c4[C@@H](O)[C@H]3C[C@@H]12
  -0.4&-0.2&-0.1&-0.1	-1.2&1.2&-3.0&-1.2	6.2&0.5&4.4	14.9&39.3&23.0&29.6
- CCOC(=O)c1c(N)sc(/C(C)=N\Nc2cccc([N+](=O)[O-])c2)c1C
  0.1	0.9	-2.6	-12.1
- COc1cccc(C2/C(=C(/O)c3ccccc3)C(=O)C(=O)N2CCCC(=O)O)c1 (stereo not drawn)
  0.0	-0.2	-0.8	5.0
- CC(=O)N/C(=N\c1nc(C)cc(C)n1)Nc1ccc(C)cc1C
  -0.1&0.2	-0.2&2.0	-5.3&-7.8	1.4&10.0
- COc1cc(Br)cc(CN2CCN(c3ncccn3)CC2)c1O
  0.0	0.3	2.4	11.4
- CCN1C(=O)C(O)(CC(=O)c2ccccc2OC)c2ccccc21 (stereo not drawn)
  0.7	-0.6	11.1	12.2
- CCc1nnc(SCc2cc(=O)n3cc(Br)ccc3n2)nc1CC
  0.0	-0.2	5.4	-16.2
- Cc1c(Cl)cccc1-n1c(SCc2cc(=O)n3ccccc3n2)nc2n[nH]c(C)c2c1=N
  0.9	0.4	-26.1	16.6
- CCOC(=O)CNC(=O)CSc1nnc(Cc2ccccc2)n1C
  -0.1	0.5	2.6	5.4
- O=C(NCC1CCCO1)/C(=C/c1ccccc1)NC(=O)c1ccccc1 (stereo not drawn)
  0.1	1.6	-8.9	0.5
- CC(C(=O)N1CCC2(CC1)NC(=O)c1cccnc1N2C)n1ncc2ccccc2c1=O (stereo not drawn)
  0.1	-0.7	-2.2	11.9
- Cc1ccc(C2(c3ccc(C)cc3)C(=O)N(C)N(C)c3ccccc32)cc1
  -0.2	0.8	8.4	6.5
- c1ccc(Nc2nc(N3CCCCC3)c3ccccc3n2)cc1
  0.1	1.2	41.9*	-14.3
- O=C(CN1CCN(c2nc(-c3ccccc3)cs2)CC1)NNC(=O)c1ccco1
  0.1	-0.3	-2.0	12.3
- CCOC(=O)CN1C(=O)/C(=C\c2ccc(OC)cc2)N=C1c1ccccc1
  -0.1	0.9	-5.8	4.2
- O=[N+]([O-])c1c(N2CCOCC2)cc(Nc2ccccc2O)c2nonc12
  0.1	0.4	4.8	13.9
- Cc1ccc(C)c(CN2CCN3C(=O)[C@H](Cc4ccc(O)cc4)NC(=O)[C@H]3C2)c1
  -0.3	-0.9	3.7	6.3
- Cc1cccc(NC(=O)c2cc(S(=O)(=O)NCCc3ccccc3)ccc2F)c1C
  -0.1	-0.9	11.2	-9.4

(continued)
Sequence of screens: FBW7 activator	GPR151 activ	TEAD-YAP inh	MITF primary
- CCc1nn(CC(=O)Nc2ccc(Cl)cc2F)c(=N)s1
  0.0	1.2	-3.3	6.3
- COc1cc(N2C(=O)NC(=O)/C(=C/c3ccc(N(C)C)cc3)C2=O)cc(OC)c1OC
  0.0	-1.1	12.0	4.4
- COCCCNc1c(-c2ccc(C)cc2)c(=O)c1=O
  0.0	0.1	20.9	-0.3
- COC(=O)C1=C(C)N(c2cccc(C)c2)C(=O)/C1=C\c1sccc1C
  -0.2	-1.1	-1.1	-9.0
